# High-throughput results deposited in PubChem BioAssay by National Center for Advancing Translational Sciences (NCATS).
# ASM inhibitor: inhibitors of human secretory acid sphingomyelinase. 340,000 tested, 0.006% active. placental ASM, HMU-PC fluorogenic substrate, 60 min. Potency, µM (highest dose often 57.5 µM), inactives show at the highest dose activity change, negative = inhibition, hits mostly inhibitors. P17405; further: potency means the concentration at half of the fitted maximal effect
#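 HMU-PC0 cleavage (9 uM final) by human placental ASM, 60 min at 37 °C following 10 min compound exposure at RT; stopped at pH 10, fluorescence Ex 386/Em 447 nm.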
# Chronic BCR inh: chronic active BCR signaling inhibition; 340,000 tested, 0.05% active; ABC-DLBCL IkBa-CBG/CBR reporter, luminescence ratio, 4 h; Potency, µM (doses to about 46.1 µM), inactives show top-dose ratio change, negative = lower green/red ratio, most hits filed as inhibitors; AID 493014; active means well fitted inhibition curve with a large enough effect in the signal ratio, with a control signal flat, not every such curve was filed as active; inconclusive means small, poorly fitted or top-dose-only effect, or effect the other way, or a change in a side signal; the % refers to the signal ratio;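 further: potency means the concentration at half of the fitted maximal effect; plate controls were basal doxycycline-induced cells for no effect and cells given 10 µM MG132 for full effect; MG132 reads +100%, hits lower the ratio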
#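 Doxycycline induced both beetle luciferases in TMD8 lymphoma cells; IKK-driven degradation limits the IkappaBalpha-fused green signal, while red luminescence normalises for cell number and nonspecific effects. Compounds tested up to 46 uM, 4 hrs.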
# Tb PFK inh: blocks T. brucei phosphofructokinase. 330,000 tested, 0.17% active. Potency, µM (highest dose often 57.5 µM), without a hit: top-dose activity, negative = inhibition, most hits filed as inhibitors. T. brucei PFK, ADP-Glo luminescence;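 further: potency means the concentration at half of the fitted maximal effect; 0% = uninhibited 1x PFK enzyme wells and -100% = no-enzyme wells; nearly all actives have a fitted effect of over 60% in size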
#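 1.25 nM PFK with 0.5 mM F6P and 0.1 mM ATP in 0.1 M TEA pH 8.0, 5 mM MgCl2, incubated 45 min at room temperature; ADP measured by ADP-Glo luminescence; compounds titrated up to 57 uM.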
# TSG101-PTAP inh: blocks PTAP/TSG101 interaction to inhibit HIV-1 budding. 340,000 tested, under 10 active. Q99816. AID 493005. Fluorescence polarization, FITC-PTAP peptide / Tsg101 binding. Potency, µM (series often up to 115 µM), for the others: at the highest dose activity change, negative = inhibition, hits mostly inhibitors; active means well fitted inhibition curve with a large enough effect in the main read-out, with a control signal flat, not every such curve was filed as active; inconclusive means small, poorly fitted or top-dose-only effect, or effect the other way, or a change in a side signal; inactive means no such curve, though single readings can be large or run the other way; further: potency means the concentration at half of the fitted maximal effect; % of control where 0% means no effect
#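 Fluorescence polarization binding of Tsg101 binding domain (10 uM final) to FITC-labeled PTAP peptide (50 nM final) in HEPES pH 7.5 buffer with NaCl, Tween 20, EDTA, TCEP. Compounds added before peptide; binding 20 min at RT.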
# FBPA coupling cs: inhibits coupling enzyme system, counter-screen for aldolase hits; coupling enzyme system counterscreen, AmpLite Red fluorescence; activity change, negative = inhibition, % at 58.2 µM, hits read low; 290,000 tested, 0.67% active; in the data active means activity change below about -30%; further: on the % scale 0 is the no-effect control and ±100 the full control effect
#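 Coupling enzymes only (glyceraldehyde-3-phosphate) + compound, at 57.5 uM final, 10 min RT; add substrate/coupling/AmpLite Red mix, 20 min RT; fluorescence ex 525/em 598 nm. Actives flag coupling-system interference.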
# GALK inhibitor: galactokinase (human) inhibition | Purified GALK, Kinase-Glo residual ATP luminescence | Potency, µM (series often up to 57.5 µM), for the others: at the highest dose activity change, negative = inhibition, actives largely listed as inhibitors | 270,000 tested, 0.007% active | AID 1868; further: potency means the concentration at half of the fitted maximal effect; on the % scale 0 is the no-effect control and ±100 the full control effect
# Target sequence (P51570 whole entry, looked up): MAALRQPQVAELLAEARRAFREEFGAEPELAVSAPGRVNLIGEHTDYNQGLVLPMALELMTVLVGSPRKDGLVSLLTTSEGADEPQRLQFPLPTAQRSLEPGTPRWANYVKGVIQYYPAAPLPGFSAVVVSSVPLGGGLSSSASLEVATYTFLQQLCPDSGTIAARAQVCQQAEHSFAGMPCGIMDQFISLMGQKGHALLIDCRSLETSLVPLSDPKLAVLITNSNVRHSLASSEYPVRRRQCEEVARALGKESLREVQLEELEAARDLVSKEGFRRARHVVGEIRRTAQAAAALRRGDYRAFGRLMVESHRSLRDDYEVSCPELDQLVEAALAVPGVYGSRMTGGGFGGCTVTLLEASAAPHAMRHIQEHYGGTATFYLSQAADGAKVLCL
#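 The enzyme phosphorylates galactose (100 uM) using ATP (35 uM); inhibition is detected as higher residual ATP, quantified by bioluminescence after 1 h reaction at room temperature, pH 8.0.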
# a7 integrin act: integrin-mediated muscular dystrophy alleviation activation. Potency, µM (titrated, usually from 38.3 µM), for inactives: at the highest dose activation, usual class: activators. AID 624291. alpha7betagal myoblasts, beta-gal FDG fluorescence, 48 h. 350,000 tested, 0.064% active;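 further: potency means the concentration at half of the fitted maximal effect; 100% = response of the positive control SU9516; nearly all actives have a fitted effect of over 60% in size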
#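 alpha7betagal+/- myoblasts (passage 13, 250/well) treated 48 h at 37C with compounds at 1:260 dilution of DMSO stock. Lysed, then beta-galactosidase activity read as FDG fluorescence (ex 480/em 540) after 30 min, with pre-read for autofluorescence.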
# B2AR arrestin: beta2AR (human) beta-arrestin recruitment activity; P07550; AID 492947; 330,000 tested, 0.02% active; Potency, µM (series often up to 46.1 µM), for the others: at the top dose activation, hits mostly activators; beta-arrestin recruitment to beta2AR, cell-based reporter;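 further: potency means the concentration at half of the fitted maximal effect; 0% = DMSO controls and full agonism = EC100 isoproterenol or metaproterenol; nearly all actives have a fitted effect of over 65% in size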
# PKM2 act: PKM2 (human) enzyme activation; AID 1631; Potency, µM (series often up to 57.5 µM), without a hit: at the top dose activation, usual class: activators; purified PKM2, Kinase-Glo ATP luminescence, activation; response scale: 0% is enzyme alone, no compound; 260,000 tested, 0.34% active; P14618; further: potency means the concentration at half of the fitted maximal effect; on the % scale 0 is the no-effect control and ±100 the full control effect; nearly all actives have a fitted effect of over 55% in size
#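 ATP formation by purified human PK-M2, quantified via coupled luciferase luminescence after 1 h at room temperature with 0.1 mM ADP and 0.5 mM PEP final.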
# Giardia kill: Giardia lamblia killing. Giardia lamblia trophozoite viability. activity change, % at 7.66 µM, hits read low. 340,000 tested, 0.15% active; in the data active means activity change below about -80%; inconclusive means between about -30% and that limit;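 further: parasites exposed to compound for two days anaerobically before the ATP read; on the % scale 0 is the no-effect control and ±100 the full control effect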
#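 Giardia trophozoites, 100 cells per well, were exposed to compounds for 48 hrs at 37 deg C under anaerobic conditions; viability was then read as ATP content by bioluminescence after 15-30 min at room temperature.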
# Menin-MLL TR inh: displaces Texas Red mutant MLL peptide from human menin. O00255. Menin + Texas Red MLL mutant peptide, fluorescence polarization. Potency, µM (top dose mostly 61.6 µM), without a hit: top-dose FP activity change, negative = inhibition, most hits filed as inhibitors. 270,000 tested, 0.23% active. AID 1768; active means well fitted inhibition curve with a large enough effect in the polarisation, with a control signal flat, not every such curve was filed as active; inconclusive means small, poorly fitted or top-dose-only effect, or effect the other way, or a change in a side signal; inactive means no such curve, though single readings can be large or run the other way; the % refers to the polarisation; further: potency means the concentration at half of the fitted maximal effect; % of control where 0% means no effect; many of its hits are not listed in these tables
# Target sequence (O00255 whole entry, looked up): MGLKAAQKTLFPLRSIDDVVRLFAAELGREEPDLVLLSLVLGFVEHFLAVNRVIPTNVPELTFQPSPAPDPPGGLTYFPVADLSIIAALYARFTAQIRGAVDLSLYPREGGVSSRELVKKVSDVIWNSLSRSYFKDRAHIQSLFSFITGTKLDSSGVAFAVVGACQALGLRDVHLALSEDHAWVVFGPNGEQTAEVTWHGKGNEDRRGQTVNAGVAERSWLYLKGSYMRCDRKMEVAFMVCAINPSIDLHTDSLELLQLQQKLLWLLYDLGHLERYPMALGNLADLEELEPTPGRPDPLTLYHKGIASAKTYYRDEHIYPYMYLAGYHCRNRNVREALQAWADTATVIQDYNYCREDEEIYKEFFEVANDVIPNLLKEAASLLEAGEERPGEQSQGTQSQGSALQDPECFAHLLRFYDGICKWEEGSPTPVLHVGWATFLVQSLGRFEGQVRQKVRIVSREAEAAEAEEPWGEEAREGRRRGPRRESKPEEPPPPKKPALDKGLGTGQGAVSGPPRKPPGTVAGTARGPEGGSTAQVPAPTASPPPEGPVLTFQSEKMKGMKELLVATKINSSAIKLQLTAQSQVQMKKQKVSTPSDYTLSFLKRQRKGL
# * marks the source's active call; other numbers are inactive results; u = inconclusive; x = no result given; & = joins results of further samples; [ ] = another dose, or the depositor's remark. Unless noted, the call rests on the fitted dose curve; in most records, active means well fitted curve in the direction sought with a large enough effect; inconclusive means small, poorly fitted or top-dose-only effect, or another doubt; inactive means no such curve, though single readings can be large; an effect the other way counts as inactive or inconclusive.
SMILES,ASM inhibitor,Chronic BCR inh,Tb PFK inh,TSG101-PTAP inh,FBPA coupling cs,GALK inhibitor,a7 integrin act,B2AR arrestin,PKM2 act,Giardia kill,Menin-MLL TR inh
CCOc1cc(C)c(Cl)cc1S(=O)(=O)n1nnc2ccccc21,2%,-1%,20%,-3%,-1,-6%,-7%,-0.9%,5%,3,-4%
C/C(=N\NC(=O)c1cccc(S(=O)(=O)N2CCCCC2)c1)c1ccc(C)o1,0%,1%,-1%,0%,3,6%,7%,0.4%,3%,u,-6%
COc1ccccc1C(O)(C(=O)N(NC(C)=O)c1ccccc1)c1ccccc1OC,6%,u,-8%,-8%,3,-1%,-9%,-0.2%,x,-12,u
CC[C@]12c3[nH]c4ccccc4c3CCN1C(=O)C(CC(=O)NCCc1ccccn1)C[C@@H]2C(=O)N1CCN(C(=O)C2CC2)CC1 (stereo not given in full),-2%,u,-10%,0%,x,x,8%,-1.2%,x,6,x
Cn1cc(CN(Cc2ccccc2)C[C@@H]2CCC(=O)N2)c(-c2ccccc2F)n1,-2%,u,4%,-1%,-1,0%,10%,0.3%,0%,-30,0%
O=C(Cn1cnc2sc(-c3ccccc3)cc2c1=O)NCc1ccco1,-5%,0%,6%,2%,3,-2%,0%,0.8%,21%,30[activator],25µM*
CCC(=O)Nc1ccc(C(=O)Nc2cccc(C)n2)cc1,3%,u,-7%,1%,4,6%,6%,0.2%,-7%,-22,17%
CON1C(=O)C(=O)N(OC)C2CCCCCC21 (stereo not given),0%,-2%,0%,-2%,1,x,-22%,-1.1%,1%,10,-12%
N#Cc1ccc(S(=O)(=O)N2CCN(Cc3cccs3)CC2)cc1,-1%,5%,-7%,0%,x,x,-19%,-0.3%,x,2,x
COc1ccccc1-c1cc(C(=O)NN)[nH]n1,-2%,u,-4%,-1%,-1,5%,-5%,-0.8%,-1%,-15,x
O=C(CNC(=O)c1ccccc1F)NCCc1ccc(Cl)cc1,0%,1%,3%,-2%,3,1%,-32%,1.4%,x,5,x
O=C(O)CSc1nnc2c(n1)[nH]c1ccccc12,1%,u,-2%,7%,1,4%,-6%,0.4%,-31%,-22,31%[activator]
COc1cc(CCC(=O)Nc2nccs2)cc(OC)c1OC,0%,1%,4%,-1%,0,0%,-24%,0.6%,x,-2,-19%
CC1CCN(C(=O)C2(NC(=O)Nc3cccc(F)c3)CCCCC2)CC1,-2%,-8%,2%,-1%,1,-3%,5%,7.8%,1%,-4,-19%
CCCc1cc(NC(=O)CCl)n(-c2ccccc2)n1,0%,u,0%,-1%,2,0%,-64%[inhibitor],-0.3%,0%,-26,-3%
Cc1ccccc1NC(=O)c1[nH]cnc1C(=O)NN,7%,3%,6%,-3%,-6,x,22%,0.3%,x,-24,-22%
Cn1ccnc1SCC(=O)N(C1CCCCC1)C1CCCCC1,-1%,u,1%,-9%,2,-2%,u,-1.3%,-1%,-22,-9%
Cc1ccc(-c2onc3ccc(C(=O)O)cc23)cc1,5%,u,26%,-5%,10,-1%,0%,-1.0%,x,7,x
COC(=O)[C@@H](NC(=O)Nc1ccccc1F)C(C)C,4%,-1%,-1%,-4%,0,1%,13%[7.66 µM],0.4%,-7%,7,9%
CC(C)C(NS(=O)(=O)c1ccc2c(c1)C(C)(C)C(=O)N2C)C(=O)NCc1ccc(F)cc1 (stereo not given),1%,3%,0%,-2%,1,x,6%,-0.1%,0%,30[activator],7%
Cc1ccc(CC(CC(=O)O)C(=O)NCc2ccccc2)cc1 (stereo not given),3%,-1%,6%,0%,9,1%,-17%,-0.2%,-5%,5,5%
O=C(CCC(=O)c1cccs1)OCC(=O)c1ccccc1,1%,1%,-5%,1%,x,x,0%,0.5%,x,10,x
O=C(Nc1ccc(F)cc1)C(=O)c1cn(CC(=O)N2CCOCC2)c2ccccc12,-2%,x,1%,-8%,x,-2%,-28%,-0.1%,x,10,x
Cc1ccc(C)c(S(=O)(=O)NC(CC(C)C)C(=O)O)c1 (stereo not given),-1%,4%,6%,0%,0,-2%,40%,7.7%,0%,27,7%
CCS(=O)(=O)N1CCC(C(=O)Oc2ccccc2Br)CC1,7%,7%,2%,-1%,-1,-3%,-5%,0.0%,1%,7,0%
COc1ccccc1-n1nnnc1S(=O)(=O)Cc1ccc(Cl)cc1,1%,u,0%,-5%,-3,-3%,-42%,-0.3%,-7%,-18,14%
COc1cc(C(=O)Nc2ccc(C)c(S(=O)(=O)N(C)C)c2)ccc1OCC(=O)N1CCOCC1,0%,-3%,5%,-3%,x,x,-6%,-0.1%,x,-20,x
Cc1ccc(NC(=O)N2CCCC(c3ccccc3)C2)cc1 (stereo not given),-1%,-3%,-6%,-3%,-2,x,-23%,0.2%,x,20,-6%
CC1=C(C(=O)Nc2cccc(F)c2)C(c2ccsc2)C2=C(CC(C)(C)CC2=O)N1 (stereo not given),312%[activator],-12%,-2%,-2%,-4,1%,-8%,-0.5%,1%,-1,-11%
O=C1c2cc(Br)ccc2OC2C=CC=CC12 (stereo not given),3%,u,-2%,-2%,x,x,8%,-0.2%,x,-27,x
COc1ccc(CN2C(=O)c3cccnc3C2=O)cc1S(=O)(=O)NCc1ccc(C)cc1,2%,-15%,-1%,-3%,1,1%,-42%,-0.6%,x,52[activator],3%
Cc1ccc(CC(=O)Nc2nc3ccccc3s2)cc1,-3%,u,0%,0%,0,-1%,20%,0.5%,1%,-11,u
COc1ccccc1CNc1cc(C)ccn1,2%,-2%,0%,-6%,0,-3%,2.5µM*,0.5%,5%,14,-1%
CC(C)CN(C(=O)COC(=O)Cc1c[nH]c2ccccc12)c1c(N)n(Cc2ccccc2)c(=O)[nH]c1=O,6%,0%,2%,-1%,x,x,12%,-0.9%,x,-4,x
O=C(COc1ccc(/C=N/NC(=O)c2ccncc2)cc1)Nc1ccccc1,3%,-9%,-13%,-1%,3,1%,35%,-0.4%,2%,-9,-1%
CCn1c(=O)ccc2cc([N+](=O)[O-])ccc21,-2%,u,1%,-2%,1,5%,2%,0.1%,7%,u,22%
O=C(O)c1ccc2c(c1)C(=O)N(c1ccc(OCc3ccccc3)cc1)C2=O,5%,1%,-7%,-9%,18,-3%,u,0.1%,-1%,2,-1%
Nc1nc2c3ccccc3nc(C3CC3)n2n1,7%,-10%,-2%,0%,-2,0%,-21%,-0.2%,-1%,-4,-22%
O=c1nc2n(c3c4c(sc13)CCC4)CCC2,2%,3%,3%,-6%,-7,-4%,3%,0.0%,4%,-6,u
Brc1ccc(OCc2nnc3n2CCC3)cc1,-1%,7%,1%,-11%,2,1%,-5%,-0.3%,8%,-18,-13%
CC(C)(C)c1ccc(OCc2ccc(C(=O)N3CCOCC3)o2)cc1,8%,u,-13%,-2%,-6,2%,-35%,0.3%,2%,-4,-12%
O=C(Nc1c(Cl)cc(Cl)cc1C(=O)NCc1cccnc1)c1ccc(Cl)cc1Cl,11%,0%,1%,-1%,-2,-2%,-5%,-0.2%,7%,1,1%
CCc1cccc(C)c1NC(=O)CCOc1ccccc1,3%,u,2%,1%,0,1%,2%,0.1%,x,-16,0%
S=c1nc(-c2ccc(Cl)cc2)[nH][nH]1,1%,u,-22%,-2%,6,-1%,-4%,-0.4%,0%,-20,x
Cc1ccc2cc(NC(=O)c3ccccc3)ccc2n1,-1%,u,-6%,0%,-4,5%,23%,0.5%,x,u,-4%
CCCc1n[nH]c2c1/C(=N\O)CCC2,4%,-5%,-3%,-7%,0,0%,6%,-0.1%,0%,-1,2%
Cc1c(C(=O)O)oc2c(F)cccc12,5%,-2%,-3%,-5%,-1,1%,0%,0.0%,5%,14,3%
Cc1ccc(-c2cc(C(=O)NC3CCN(Cc4ccccc4)CC3)c3ccccc3n2)cc1,-2%,-4%,6%,-2%,x,x,-10%,-0.1%,x,-26,x
O=C(CCN1C(=O)C2CC=C(Cl)CC2C1=O)NCc1ccccc1 (stereo not given),1%,-7%,-1%,-3%,0,-4%,25%,-0.5%,-4%,-22,15%
COc1ccc(CN2C=C3C(=O)C(C)(OC(=O)C4CCCC4)C(=O)C=C3C=C2c2ccsc2)cc1 (stereo not given),2%,3%,1%,-3%,-4&-14,-1%,21%,0.5%,-1%[11.5 µM],u,-16%[11.7 µM]
CC(=O)NC1C(OCc2ccccc2)OC(CO)C(OC(C)=O)C1OC(C)=O (stereo not given),2%,-4%,11%,-2%,5,-7%,4%,-0.2%,-14%,-17,1%

# A portion of the library; rates above refer to the full screens.
